Rac1 mut GTP: alters GTP binding to activated mutant human Rac1; P63000; GST-Rac1 activated beads, fluorescent GTP binding, flow cytometry; actives lie on both sides; 100% means binding = to untreated wells; percent activity (GTP binding), % at 10 µM; 0.11% of 190,000 active; AID 764;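 active means GTP binding at least 20 percentage points away from the 100% baseline, in either direction, so actives lie on both sides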
Avidin fluor: avidin bead compound fluorescence profile | Avidin beads, compound fluorescence 488/530 nm, flow cytometry; active compounds read high | fluorescence (KMESF) at 10 µM | 0.38% of 220,000 active | AID 1775; in the data active means fluorescence above about 47; further: inactives centre near 10
Rab2A wt mod: changes GTP binding to wildtype dog Rab2A, up or down; 0.19% of 190,000 active; GTP binding activity, % at 10 µM; GST-Rab2 wt beads, Bodipy-GTP binding, flow cytometry; P61105;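 active means GTP binding activity at least 20 points away from 100%, either lowered or raised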;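 further: 0% = beads with excess unlabeled GTP and 100% = no-compound control corrected for plate trend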
Rac1 wt GTP bind: human Rac1 wildtype GTP binding, inhibitors and activators; P63000; GST-Rac1 beads, fluorescent GTP binding, flow cytometry; actives lie on both sides; 0 = cold GTP competed, 100 = untreated; GTP binding activity (% of control), % at 10 µM; 0.27% of 190,000 active;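 active means GTP binding activity at least 20 points away from the 100% control level, either lower or higher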
Cdc42 wt: changes GTP binding to wildtype human Cdc42; GST-Cdc42 beads, Bodipy-GTP binding, flow cytometry; actives lie on both sides; percent activity (GTP binding), % at 10 µM; 0.2% of 190,000 active;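 active means percent activity GTP binding at least 20 points away from the 100% baseline, either down as inhibitor or up as activator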;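 further: median bead fluorescence of bound Bodipy-FL-GTP at 100 nM; 0% = excess unlabeled GTP control and 100% = no compound control; below 100% means less GTP binding so inhibitor and above means activator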
Target sequence (P60953 whole entry, looked up): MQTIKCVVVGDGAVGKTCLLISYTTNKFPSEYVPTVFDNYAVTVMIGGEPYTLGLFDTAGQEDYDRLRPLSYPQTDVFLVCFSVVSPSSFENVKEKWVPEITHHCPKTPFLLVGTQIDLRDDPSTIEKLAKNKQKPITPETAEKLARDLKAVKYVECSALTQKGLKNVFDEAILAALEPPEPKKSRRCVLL
Mcl1 Noxa PPI: Mcl-1/Noxa interaction inhibition | AID 1022 | inhibition, % at 21.7 µM | 1.5% of 220,000 active | TR-FRET Mcl-1/Noxa peptide binding, 2 h | Q07820;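 active means compounds that cut the protein-peptide binding signal by more than 50% relative to plate controls in a single-dose test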;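 further: His-tagged Mcl-1 with rhodamine Noxa BH3 peptide and terbium anti-His antibody; 0% = Mcl-1 plus Noxa peptide wells and 100% = peptide-only wells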
Target sequence (Q07820 whole entry, looked up): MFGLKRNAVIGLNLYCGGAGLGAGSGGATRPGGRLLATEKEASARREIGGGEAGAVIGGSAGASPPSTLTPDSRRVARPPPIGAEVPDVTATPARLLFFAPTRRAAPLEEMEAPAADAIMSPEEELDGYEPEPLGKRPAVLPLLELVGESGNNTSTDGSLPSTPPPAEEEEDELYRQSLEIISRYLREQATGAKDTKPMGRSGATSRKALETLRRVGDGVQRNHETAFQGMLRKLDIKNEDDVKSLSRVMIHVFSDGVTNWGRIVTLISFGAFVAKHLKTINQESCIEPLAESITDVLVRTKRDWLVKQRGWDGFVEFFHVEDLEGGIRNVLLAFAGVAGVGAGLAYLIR
Pf gametocyte: inhibitors of late stage P. falciparum gametocyte viability; P. falciparum stage V gametocytes, ATP luminescence, 24 h; inhibition, % at 10.9 µM; 0.065% of 150,000 active;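 active means inhibition above the mean plus 3 SD of compounds within the control limits, set per campaign, cut at about 38% in these data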;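 further: 0% = DMSO wells and 100% = medium only without gametocytes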
Mcl1 Bid PPI: Mcl-1/Bid interaction inhibition; inhibition, % at 21.7 µM; 0.97% of 220,000 active; TR-FRET Mcl-1/Bid-Dy647 peptide binding, 1536-well; AID 1021;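 active means compounds that cut the binding signal by more than half at the single screening dose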;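 further: His-tagged Mcl-1 with europium anti-His antibody binding Bid BH3 peptide; 0% = Mcl-1 plus peptide wells and 100% = peptide-only wells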
Rab7 wt modul: alters GTP binding to wildtype dog Rab7 | AID 758 | GTP binding activity (percent of control), % at 10 µM | 0.055% of 190,000 active | GST-Rab7 beads, fluorescent GTP binding, flow cytometry; actives lie on both sides; untreated = 100%, excess cold GTP = 0%;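 active means fluorescent GTP binding to Rab7 beads changed by at least 20 points from the 100% baseline, either direction, mostly lower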;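 further: median green fluorescence of bound Bodipy-FL-GTP per Rab7 bead population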
Mcl-1 Bim block: disrupts Bim peptide binding to human Mcl-1. Bead-based flow cytometry, Bim peptide-Mcl-1 binding. inhibition, % at 10 µM. 0.1% of 190,000 active. Q07820; in the data active means inhibition above about 40%;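 further: 0% = no compound tracer wells and 100% = peptide blocker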
HRas wt GTP: modulators of GTP binding to human HRas wildtype. P01112. GST-Ras wt beads, Bodipy-FL-GTP binding, flow cytometry; actives lie on both sides. 0.14% of 190,000 active. GTP binding activity, % at 10 µM;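 active means GTP binding activity at least 20% away from the 100% baseline, either lowered as inhibitor or raised as activator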;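 further: 0% = unlabeled GTP competition control and 100% = no-compound control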
Target sequence (P01112 whole entry, looked up): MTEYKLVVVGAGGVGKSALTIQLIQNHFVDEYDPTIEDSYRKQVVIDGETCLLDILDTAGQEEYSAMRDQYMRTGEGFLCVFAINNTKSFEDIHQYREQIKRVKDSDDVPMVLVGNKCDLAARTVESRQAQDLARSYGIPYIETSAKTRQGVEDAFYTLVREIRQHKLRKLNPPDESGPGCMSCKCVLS
An asterisk follows results filed as active; · = no result given; & = joins results of further samples.

SMILES	Rac1 mut GTP	Avidin fluor	Rab2A wt mod	Rac1 wt GTP bind	Cdc42 wt	Mcl1 Noxa PPI	Pf gametocyte	Mcl1 Bid PPI	Rab7 wt modul	Mcl-1 Bim block	HRas wt GTP
Cc1ccc(-c2nnn(CC(=O)NCc3ccccc3)n2)c(-n2cnnn2)c1	98	10	101	103	105	14	·	-4	99	0	101
Cc1ccc(C(=O)Nc2ccc(N3CCOCC3)cc2)cc1	102	13	103	105	102	1	·	-34	99	-4	102
Cc1ccc(-c2c(C(=O)Nc3ccccc3C)c(C)[nH]c(=S)c2C#N)o1	93	7	95	94	97	23	9	-92	97	-1	97
O=C(Nc1nc(-c2ccccn2)cs1)c1ncc(Cl)c(Cl)c1Cl	95	7	95	93	96	-32	·	-77	95	-1	93
Cc1ccccc1Nc1nc(N)nc(CN2CCN(c3ccccn3)CC2)n1	94	22	94	94	95	10	15	-2	98	-6	95
COc1cc(CNCCSc2nnnn2C)cc(OC)c1OC	102	9	104	110	106	3	20	4	106	-3	106
CCOC(=O)c1c(/N=C/c2cc([N+](=O)[O-])ccc2O)sc(C)c1C	100	2	100	97	96	15	4	-1	99	3	100
O=C(COc1ncnc2scc(-c3ccccc3)c12)NCCN1C(=O)CSC1=O	92	7	96	92	91	4	·	-21	101	-1	93
Cc1nc2c(ccc3nc(NC(=O)C4CC4)sc32)s1	97	17	96	98	100	1	-16	-4	99	-1	95
CCCc1cc(=O)n2[nH]c(NCc3c(Cl)cccc3Cl)nc2n1	95	8	97	99	97	2	7	7	96	0	97
COc1ccc2oc(=O)c(-c3nnc(N)s3)cc2c1	92	26	86	81	88	23	·	-5	92	-21	88
O=C(CSc1nc2ccccc2[nH]1)Nc1c(F)c(F)c(F)c(F)c1F	95	11	99	100	99	7	-20	-21	102	-4	98

Ten entries from above, in CSV form:
Molecule,Rac1 mut GTP,Avidin fluor,Rab2A wt mod,Rac1 wt GTP bind,Cdc42 wt,Mcl1 Noxa PPI,Pf gametocyte,Mcl1 Bid PPI,Rab7 wt modul,Mcl-1 Bim block,HRas wt GTP
Cc1ccc(-c2c(C(=O)Nc3ccccc3C)c(C)[nH]c(=S)c2C#N)o1,93,7,95,94,97,23,9,-92,97,-1,97
O=C(Nc1nc(-c2ccccn2)cs1)c1ncc(Cl)c(Cl)c1Cl,95,7,95,93,96,-32,·,-77,95,-1,93
Cc1ccccc1Nc1nc(N)nc(CN2CCN(c3ccccn3)CC2)n1,94,22,94,94,95,10,15,-2,98,-6,95
COc1cc(CNCCSc2nnnn2C)cc(OC)c1OC,102,9,104,110,106,3,20,4,106,-3,106
CCOC(=O)c1c(/N=C/c2cc([N+](=O)[O-])ccc2O)sc(C)c1C,100,2,100,97,96,15,4,-1,99,3,100
O=C(COc1ncnc2scc(-c3ccccc3)c12)NCCN1C(=O)CSC1=O,92,7,96,92,91,4,·,-21,101,-1,93
Cc1nc2c(ccc3nc(NC(=O)C4CC4)sc32)s1,97,17,96,98,100,1,-16,-4,99,-1,95
CCCc1cc(=O)n2[nH]c(NCc3c(Cl)cccc3Cl)nc2n1,95,8,97,99,97,2,7,7,96,0,97
COc1ccc2oc(=O)c(-c3nnc(N)s3)cc2c1,92,26,86,81,88,23,·,-5,92,-21,88
O=C(CSc1nc2ccccc2[nH]1)Nc1c(F)c(F)c(F)c(F)c1F,95,11,99,100,99,7,-20,-21,102,-4,98

Remaining list, next part
SMILES	Rac1 mut GTP	Avidin fluor	Rab2A wt mod	Rac1 wt GTP bind	Cdc42 wt	Mcl1 Noxa PPI	Pf gametocyte	Mcl1 Bid PPI	Rab7 wt modul	Mcl-1 Bim block	HRas wt GTP
Cc1ccccc1C(OCCN(C)C)c1ccccc1 (centres undefined)	96&97	8&12	99&99	104&101	102&98	18&-1	·	10&0	105&102	2&0	101&94
Cc1ccccc1-c1cnn(-c2cccc([N+](=O)[O-])c2)c1N	99	9	100	100	98	-2	-13	-27	106	0	100
CC1(CC(=O)N/N=C/c2ccc(-c3ccc(Cl)cc3)o2)OCCO1	100	23	99	101	100	5	-12	-1	98	-8	97
O=C1NCCN1Cc1ccccc1	102	7	103	106	105	-10	·	-20	101	1	106
Cc1cccc(-n2nc3c(c2NC(=O)c2ccc(Br)o2)CSC3)c1	99	34	100	106	103	-34	·	-39	103	24	102
CCOc1ccc(NC(=S)Nc2ccc(Br)cc2Cl)cc1	94	9	97	97	97	4	·	-22	97	-2	97
O=C(Oc1ccccc1)c1c(Cl)cccc1P(=O)(O)O	94	8	95	97	98	18	·	7	94	1	97
CCCNc1c(N)n(-c2ccccc2)c(=O)[nH]c1=O	102	26	104	108	105	-4	·	-5	103	-6	103
CNC(=S)NNC(=O)c1ccccc1F	98	25	101	100	100	-9	7	-51	100	-1	101
Cc1ccc(/C=C/C(=O)Nn2cnnc2)cc1	100	29	101	109	103	0	-24	-4	100	-4	103
CC(C)Cc1ccc(C(C)C(=O)Nc2ncccn2)cc1 (centres undefined)	94	9	97	96	97	-6	-3	-29	93	0	93
CC(=O)Nc1cccc(NC(=O)c2c(-c3ccccc3)noc2C)c1	96	17	96	97	96	7	·	-28	99	0	100
CC(C)c1ccc(NC(=O)c2sccc2-n2cccc2)cc1	93	12	94	92	91	-10	-8	-19	91	-1	92
CCCc1nnc(NC(=O)CN2CCOCC2)s1	100	11	101	103	104	3	·	15	102	0	103
O=C(CCc1ccc(S(=O)(=O)NCc2ccccc2)cc1)NCc1cccnc1	101	3	99	107	104	23	-1	-25	101	-5	102
CS(=O)(=O)N(CCc1ccccc1)CC(=O)Nc1ccc2c(c1)OCO2	98	12	101	108	104	10	-4	-20	105	-1	102
O=C(c1cccc(COCC(F)(F)C(F)F)c1)N1CCN(c2ccccc2)CC1	94	24	96	93	98	25	-9	-9	94	-2	96
Cc1cc(NS(=O)(=O)c2ccc(NC(=S)NCc3ccccc3)cc2)no1	93	11	94	96	96	17	-7	-13	95	-2	93
CCOC(=O)c1ccc(NC(=S)NCC(O)c2ccccc2)cc1 (centres undefined)	95	36	93	95	96	11	-15	-35	92	-2	95
COC(=O)Cn1c(=NC(=O)CN2C(=O)CCC2=O)sc2cc(S(N)(=O)=O)ccc21	100	3	96	103	104	14	-4	-13	98	-2	99
O=C(NC(=S)NCc1nc2ccccc2[nH]1)c1ccc(F)cc1	94	10	98	98	95	-11	·	-35	95	1	95
CCCCSc1nnc2c(n1)[nH]c1ccccc12	98	33	99	96	100	10	-31	20	97	-3	100
CC1=C(C(=O)OCc2ccccc2)C(c2ccco2)n2ncnc2N1 (centres undefined)	100	23	101	104	102	4	·	-5	100	-5	101
Cn1c(SCC(=O)NCc2ccccc2)nnc1C1CC1	97	8	99	100	98	-8	·	-20	98	-1	99
COCCn1c(-c2ccc(OC)cc2)cnc1SCC(=O)Nc1cccc2ccccc12	97	8	101	100	98	-2	·	-20	103	-1	99
O=C(COC(=O)/C=C/c1cccc(C(F)(F)F)c1)Nc1cccc2ccccc12	98	12	95	98	99	20	·	-23	95	0	99
O=C(NCc1ccco1)c1ccc(Cn2cc([N+](=O)[O-])cn2)o1	98	9	96	97	95	-5	·	-28	100	-2	95
Cc1cccc(SCC(=O)Nc2ccccc2[N+](=O)[O-])c1	97	6	95	100	95	-8	-7	-13	100	-2	96
Cn1c(=O)oc2cc(S(=O)(=O)N3CCN(c4ccccc4)CC3)ccc21	101	10	106	104	108	13	0	-33	102	-4	105
COC(=O)COc1ccc(NS(=O)(=O)c2cccc([N+](=O)[O-])c2)cc1	95	13	97	97	97	5	·	-34	96	2	95
COc1ccc(-c2c(C(C)=O)c(C)nc3sc4c(=O)n(-c5ccc(C)cc5)nnc4c23)cc1	103	19	108	105	108	-4	·	-12	109	0	105
O=c1c2nnn(Cc3ccc(Cl)cc3)c2ncn1Cc1ccc(F)cc1	95	9	96	97	95	-1	·	2	100	-1	96
CCSc1nnc(NC(=O)NC(CC)(C(F)(F)F)C(F)(F)F)s1	98	20	99	102	96	0	·	-39	94	1	98
Cc1cc(=O)oc2c1c(C)nn2-c1ccc(Br)cc1	97	14	94	102	99	10	-20	-32	96	1	95
Cn1cc(CNC(=O)C2c3ccccc3Oc3ccccc32)cn1	95	11	96	98	98	7	·	4	97	-3	97
Cc1cc(N)n(-c2ccc(Cl)cc2)n1	97	8	96	99	95	8	-43	-22	96	-1	97
CCOC(=O)c1c(CSc2ccccc2)n(C)c2ccc(O)c(CN3CCOCC3)c12	95	11	94	101	96	17	·	-4	95	1	96
C=CCN(CC=C)CCOc1cc(C)ccc1[N+](=O)[O-]	94	12	95	97	96	10	-6	5	92	1	95
COc1ccc(C(=O)CC(=O)C(=O)Nc2cc(Cl)c(OC)cc2OC)cc1	95	10	94	96	93	10	-8	6	95	-3	95
CC1CN/C(=C\C(=O)c2ccc(Br)cc2)C(=O)N1 (centres undefined)	103	6	103	106	105	0	0	-37	106	0	103
O=C1CCc2ccc(NC(=O)C3CC3)cc2N1	97	11	102	100	98	-6	-25	-32	102	-2	102
Cc1cccc(NS(=O)(=O)c2cnc(Cl)c(Br)c2)n1	97	13	99	101	99	9	-2	0	99	-1	97
CCN(CC)C(=O)C1CCCN(Cc2cccc(F)c2)C1 (centres undefined)	96	18	97	95	96	34	15	64*	97	-3	99
COc1ccc(S(=O)(=O)CCc2nnc(NC(C)=O)s2)cc1	95	8	103	102	98	16	20	-8	101	3	98
CCOCCOC(=O)COc1ccc2c(-c3ccccc3)cc(=O)oc2c1	98	1	97	98	98	10	-9	-21	95	-2	98
COC(=O)C(C(=O)Nc1ccccc1C)C1CCCCCC1 (centres undefined)	90	9	91	101	90	0	-10	-24	101	0	92
CCOc1cc(NC(=S)NCCCN2CCOCC2)c(OCC)cc1NC(=O)C1CCCCC1	102	10	103	108	110	-3	-5	-24	103	2	103
CCOc1ccccc1NC(=O)CC1Nc2cc(C)c(C)cc2NC1=O (centres undefined)	88	5	89	92	88	19	·	-32	90	3	91
CCOc1ccc(-n2c(N)c(-c3nc4ccccc4[nH]3)sc2=S)cc1	99	38	96	104	99	14	22	-36	97	0	98
COc1cccc(NC(=O)CNC(=O)c2ccccc2)c1	97	11	96	98	100	2	·	-13	98	-4	99

Profiles as entered above.
Results for Cc1cccc(NS(=O)(=O)c2cnc(Cl)c(Br)c2)n1 = Rac1 mut GTP: 97; Avidin fluor: 13; Rab2A wt mod: 99; Rac1 wt GTP bind: 101; Cdc42 wt: 99; Mcl1 Noxa PPI: 9; Pf gametocyte: -2; Mcl1 Bid PPI: 0; Rab7 wt modul: 99; Mcl-1 Bim block: -1; HRas wt GTP: 97
Results for COc1ccc(S(=O)(=O)CCc2nnc(NC(C)=O)s2)cc1 = Rac1 mut GTP: 95; Avidin fluor: 8; Rab2A wt mod: 103; Rac1 wt GTP bind: 102; Cdc42 wt: 98; Mcl1 Noxa PPI: 16; Pf gametocyte: 20; Mcl1 Bid PPI: -8; Rab7 wt modul: 101; Mcl-1 Bim block: 3; HRas wt GTP: 98

Screening data deposited in PubChem BioAssay by several laboratories.

The order is random (roughly 2.7% active in at least one column).
